CSM14.1 death rescue – rescue of cells from ER stress-induced death, primary screen, 384-well, CSM14.1, thapsigargin, ATP luminescence (AID 1222) | CSM14.1 thapsigargin-induced death rescue, ATP luminescence; higher % means a stronger effect | 190,000 tested, under 10 active | cellular ATP content (survival), % at 20 µM; hits with a dose series show EC50 in µM;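 active means EC50 below 50 µM in the dose-response confirmation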;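 further: death triggered by thapsigargin at about 15 µM added after 2 h compound pretreatment; cell ATP read after overnight thapsigargin exposure of roughly 18 to 22 hours; normalized against plate controls of thapsigargin alone and 5% DMSO vehicle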
human PMI inhibitors – MPI inhibition at elevated mannose 6-phosphate – biochemical, fluorescence intensity, high mannose 6-phosphate, primary screen (AID 1220); actives 0.66% (n = 190,000); recombinant PMI enzyme, coupled fluorescence intensity; higher % means a stronger effect; one-dose inhibition, % at 20 µM; IC50 in µM for titrated hits
LYP phosphatase – PTPN22 lymphoid phosphatase activity blockers – biochemical, fluorescence intensity, uHTS (AID 1779); inhibition, % at 11.5 µM, or IC50 in µM where a hit was titrated; recombinant LYP phosphatase, fluorescence intensity; higher % means a stronger effect; actives 0.054% (n = 290,000);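 further: plate controls were vehicle with enzyme for no effect and no enzyme for full effect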
Myeloid diff MLP – myeloid differentiation induction | ER-HoxA9 myeloid progenitors, lysozyme-GFP differentiation, flow cytometry | calls only at 10 µM | actives 1% (n = 360,000);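 active means normalized GFP-positive differentiation at or above the plate's own cutoff, the solvent-only control mean plus 3 SD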;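 further: cells exposed to compound for four days before flow analysis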
XIAP displacement – small molecules displacing peptide from XIAP – biochemical, IAP family, fluorescence polarization (AID 1018); XIAP BIR domain, fluorescence polarization peptide displacement; higher % means a stronger effect; displacement, % at 20 µM, or IC50 in µM where a hit was titrated; actives 0.007% (n = 200,000); in the data active means displacement above about 50%; further: a part of the inactive calls stands beside numbers as strong as those of hits
M1AAP inhibition – malaria alanyl aminopeptidase activity blockers – biochemical, fluorogenic H-Leu-NHMec substrate, 1536-well (AID 1445); recombinant M1AAP, H-Leu-NHMec fluorogenic kinetic assay; higher % means a stronger effect; inhibition, % at 30 µM; hits with a dose series show IC50 in µM; actives 0.42% (n = 220,000);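 active means primary inhibition above the hit cutoff, then over 50% inhibition at one or more dose response concentrations, cut at about 23% in these data, passing the limit was not always enough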;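 further: plate controls were DMSO full reaction for no effect and no enzyme background for full effect; strong numbers were not always called active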
M17LAP inhibition – P. falciparum M17LAP inhibitors, primary screen, biochemical, fluorogenic H-Leu-NHMec substrate, 1536-well (AID 1619); recombinant M17LAP, H-Leu-NHMec fluorogenic kinetic assay; higher % means a stronger effect; one-dose inhibition, % at 30 µM; IC50 in µM for titrated hits; actives 0.38% (n = 220,000);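 active means compound inhibiting the enzyme by more than half at any dose during confirmatory dose-response retesting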;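 further: plate controls were full reaction with DMSO carrier for no effect and no enzyme background for full effect; strong numbers were not always called active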
TNAP activation fold – stimulation of alkaline phosphatase TNAP activity – biochemical, luminescent, no phosphate acceptor, uHTS, primary screen (AID 1001) | actives 0.03% (n = 200,000) | purified TNAP, luminescent activation assay, no phosphate acceptor; higher activation fold means a stronger effect | activation fold at 20 µM, or EC50 in µM where a hit was titrated; in the data active means activation fold from about 3, or a potency from the dose series; inactive means the rest, 99 in 100 with activation fold below about 1.6; further: many of its hits are not listed in these tables
PMI inhibitors – inhibitors of human PMI, primary screen, biochemical, fluorescence intensity, coupled assay (AID 1209); purified PMI enzyme, coupled fluorescence intensity; higher % means a stronger effect; inhibition, % at 20 µM; hits with a dose series show IC50 in µM; actives 0.42% (n = 190,000);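 further: plate controls were DMSO vehicle for no effect and wells lacking substrate for full effect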
Myeloid diff MLP GFP+ MAC1+ % – also measured in Myeloid diff MLP; calls as there; GFP+ MAC1+ double positive, %; measured here: differentiation confirmed by MAC1 staining
The depositor's hits bear a star; i = inactive; / = no result given; + = active, no number. Unless noted, no stated cut-off is given here; in the data, active means inhibition above about 50%; inactive means the rest. Compounds as they come (roughly 2.7% active in at least one column).

SMILES | CSM14.1 death rescue | human PMI inhibitors | LYP phosphatase | Myeloid diff MLP | Myeloid diff MLP GFP+ MAC1+ % | XIAP displacement | M1AAP inhibition | M17LAP inhibition | TNAP activation fold | PMI inhibitors
O=C1CC(c2ccccc2)CC(=O)N1c1ccccc1 | / | / | -2% | i | 0.4 | / | 12% | -4% | / | /
CCOc1ccc(NC(=O)C(c2ccccn2)N(C(=O)CCl)c2ccc(OC)cc2)cc1 (stereo not drawn) | -1.8% | -13% | 1% | i | 1.0 | -3.6% | 1% | 14% | 1.2 | 22%
FC(F)(F)c1cccc(NC(=S)NC2CCCC2)c1 | 5.9% | 4% | 0% | i | 0.4 | -6.9% | 0% | -4% | 1.1 | 2%
O=C(Nc1scc(-c2ccccc2)c1C(=O)O)c1ccco1 | -2.4% | 13% | -6% | i | 2.3 | -4.9% | 14% | 39% | 1 | 16%
COc1cc(/C=N/NC(=O)/C(=C\c2ccc3c(c2)OCO3)NC(=O)c2ccccc2)ccc1O | -1.3% | 18% | -1% | i | 0.2 | -7.0% | 1% | 4% | 1.2 | 4%
O=C(Cc1ccccc1)NC1c2ccccc2-c2ccccc21 | -1.3% | -15% | -5% | i | 0.1 | -5.7% | -7% | -5% | 1.1 | -7%
CCN(CC(=O)Nc1ccc2c(c1)OCCO2)C(=O)/C=C/c1ccccc1 | -0.1% | -5% | -6% | i | 0.1 | -0.6% | -3% | -4% | 1.2 | -2%
CCc1cccc(C)c1NC(=S)N(CCN(C)C)C(C)c1ccco1 (stereo not drawn) | / | / | -6% | i | 0.4 | / | 4% | -14% | / | /
C=CCOCCN1C(=O)C2C3C=CC(C2C1=O)C1C2C(=O)N(CCOCC=C)C(=O)C2C31 (stereo not drawn) | -11% | -12% | 3% | i | 0.0 | -4.6% | 6% | -2% | 0.9 | -16%
CCOc1ccccc1N1CCN(C(=O)/C=C/c2cccc([N+](=O)[O-])c2)CC1 | -0.6% | 1% | -1% | + | 2.3* | -3.5% | 6% | 3% | 1 | -2%
O=C(NC1CCCC1)c1ccc(CSc2nc3ccncc3n2Cc2ccc(F)cc2)cc1 | 7.9% | 13% | -4% | i | 2.9 | -4.8% | 3% | 7% | 1 | 9%
CC1(C)CC(C(CC(=O)O)c2ccccc2)CCO1 (stereo not drawn) | -1.7% | -8% | -10% | i | 1.7 | -2.8% | 3% | 14% | 0.9 | 2%
O=C(c1ccc(COc2ccccc2Br)o1)N1N=C(C(F)F)CC1(O)C(F)F (stereo not drawn) | -0.5% | 7% | 2% | i | 0.0 | -2.7% | 6% | -11% | 1.1 | 3%
CCS(=O)(=O)N1CCN(c2c(Cl)cccc2[N+](=O)[O-])CC1 | -1.8% | -4% | -6% | i | 1.2 | -0.9% | 10% | 3% | 1.1 | -3%
O=C(c1cccc(COCC(F)(F)C(F)F)c1)N1CCN(c2ccccc2)CC1 | 1.7% | 5% | -2% | i | 6.7 | -3.9% | -2% | -6% | 1.1 | 15%
COc1ccc(N2CCN(C(=O)c3ccc(COc4ccc5c(C)cc(=O)oc5c4)cc3)CC2)cc1 | -1.1% | -4% | 3% | i | 0.2 | 1.9% | -1% | -1% | 1.1 | -3%
COc1ccc(C(=O)c2ccc(OC)cc2O)c(O)c1 | 2.8% | 4% | -6% | i | 1.2 | -3.8% | 6% | -39% | 1.2 | 5%
Cc1nc(Sc2nnnn2C)c2c3c(sc2n1)CCC3 | 3.5% | 1% | -9% | i | 0.9 | -5.6% | 0% | -4% | 1.2 | -5%
Cc1ccc(NC(=O)c2cnc(N3CCN(c4ccccn4)CC3)c3ccccc23)c(Br)c1 | 1.1% | 7% | 8% | i | 0.0 | -5.0% | 2% | 18% | 1.1 | 3%
O=C(CC1=NC2(CCCC2)Cc2ccccc21)N1CCOCC1 | -0.3% | -73% | -8% | i | 1.1 | -3.9% | -1% | 0% | 1.1 | -47%
CCOc1ccc(-n2cc(-c3ccccc3)c3c(SC(C)C(=O)OC)ncnc32)cc1 (stereo not drawn) | 4.7% | 8% | 0% | i | 1.3 | -2.0% | 9% | -8% | 1.2 | 5%
CC(C)(C)NC(=O)CCc1nnc(Cc2c[nH]c3ccccc23)o1 | -2.0% | 2% | -4% | i | 0.4 | -8.5% | 4% | -2% | 1 | -1%
NC(=O)c1cc2ccccc2o/c1=N\NC(=O)c1ccncc1 | -0.6% | -3% | 0% | i | 0.5 | -4.7% | 8% | 14% | 1 | -8%
O=[N+]([O-])c1ccc2sc(SCc3nc4ccccn4c3Br)nc2c1 | 2.7% | 5% | 0% | / | / | -2.9% | 7% | 2% | 1 | 5%
CC1(C)C(=O)Nc2ccccc2N1C(=O)COC(=O)C1CCCCC1 | 0.4% | 3% | -1% | i | 0.9 | -6.9% | 1% | 9% | 1 | 0%
CSc1ccccc1NC(=O)CSCc1ccccc1Br | -2.0% | 6% | -2% | / | / | -4.9% | -14% | 3% | 1.1 | 10%
Nc1c(C(=O)NCc2ccco2)nnn1-c1ccccc1 | 2.4% | -9% | -5% | i | 0.0 | -2.8% | 0% | 15% | 1 | -8%
COCCNC(=O)COc1ccccc1Cl | / | 12% | -7% | i | 0.7 | -3.8% | 17% | -2% | 1.1 | 4%
COC(=O)c1nn(Cc2ccccc2)c(=O)c2ccccc12 | -1.3% | -1% | -12% | i | 0.5 | 0.1% | 2% | -1% | 1.1 | -7%
COc1ccc(-c2noc(CCC(=O)NCCN(C)Cc3ccccc3)n2)cc1 | -0.9% | 0% | -7% | i | 0.2 | -4.1% | -2% | -1% | 1.1 | 4%
Cc1ccc(NP(=O)(Nc2ccc(C)cc2)Nc2ccc(C)cc2)cc1 | -1.1% | 14% | 11% | i | 0.4 | -8.2% | 8% | -3% | 1.5 | 15%
CC(=O)Nc1ccc(SCC(=O)OCC(=O)NC(=O)NCCC(C)C)cc1 | -1.2% | -13% | -1% | i | 0.2 | -1.3% | 6% | 4% | 1.1 | -9%
O=C(CSc1ccccc1)Nc1cc(Cl)ccc1Oc1ccccc1 | -1.5% | 4% | -7% | i | 0.5 | -2.1% | -4% | 18% | 1.1 | 10%
CCn1c(C(=O)N2CCC(C(=O)NCc3ccc4c(c3)OCO4)CC2)cc2sccc21 | / | 4% | 1% | i | 0.7 | -6.7% | 31%* | 11% | 1.1 | 11%
CCOc1c(Br)cc(CNc2ncn[nH]2)cc1OC | -2.1% | 3% | -5% | i | 1.0 | -4.0% | 3% | 23µM* | 1 | 5%
Cn1c(SCC(=O)Nc2sccc2C#N)nnc1-c1ccccc1 | 1.6% | -8% | -5% | i | 1.0 | -2.9% | 6% | 9% | 1.1 | -3%
c1coc(CNc2nc3sc4c(c3c3ncnn23)CCCC4)c1 | -0.9% | 9% | 2% | i | 1.0 | -1.4% | -3% | 4% | 1.1 | 2%
COc1ccc(S(=O)(=O)N2CCC(C(=O)c3ccc4c(c3)OCCO4)CC2)cc1 | 0.5% | 16% | 0% | i | 4.9 | -1.6% | 9% | 2% | 1.1 | 14%
Cn1nc(C(=O)NCCN2CCOCC2)c2ccccc2c1=O | / | 4% | -2% | i | 6.4 | -4.1% | -1% | -6% | 1.1 | 5%
CC(=O)Nc1ccc(C(=O)NC2CCCC2)cc1 | -0.5% | 4% | -3% | i | 0.9 | 1.2% | 1% | 0% | 1.1 | 5%
COc1ccc(C2C(C(=O)c3ccco3)=C(O)C(=O)N2CCc2ccccc2)cc1OC (stereo not drawn) | -1.7% | 13% | -2% | + | 2.5* | -4.5% | 15% | 51% | 1.1 | 10%
COc1ccc(N2CCN(C(CNC(=O)C3CCCCC3)c3cccnc3)CC2)cc1 (stereo not drawn) | -1.6% | 0% | 1% | i | 1.1 | -3.5% | 3% | 2% | 1.1 | -2%
COC/C=C/C1=CC2=CC(=O)C(C)(OC(=O)c3cnc4ccccc4n3)C(=O)C2=CN1C(CO)CO (stereo not drawn) | / | / | -8% | i | 0.2 | / | 6% | 4% | / | /
C#CCNC(=O)C1=C[C@H](c2cn(C(C)=O)c3ccccc23)[C@@H](CCCO)[C@H](OCC)O1 | -2.0% | 7% | -7% | i | 3.0 | -4.3% | -2% | 0% | 1.1 | 10%
CSc1nc2ccccc2c(=O)n1C1CCOC(C)(C)C1 (stereo not drawn) | / | 1% | -1% | i | 0.4 | -7.0% | 6% | 12% | 1.1 | 1%
CC(=O)Nc1ccc(Oc2cc(C#N)c(C#N)cc2N2CCOCC2)cc1 | -0.7% | 0% | -8% | i | 0.9 | -4.3% | 6% | 14% | 1.1 | 9%
CCc1ccc(OCC(=O)N/N=C/c2cc([N+](=O)[O-])ccc2N2CCCCCC2)cc1 | -0.2% | 2% | 6% | i | 0.1 | -7.8% | 8% | 12% | 1 | 14%
Cn1c(CN2CCCCC2)nc2cc(NC(=O)c3cccc(Br)c3)ccc21 | -1.2% | 3% | 2% | i | 5.3 | -1.1% | 11% | -3% | 1.1 | -5%
CC(=O)c1cccc(NC(=O)NC2CC3CCCC(C2)N3CC(C)C)c1 (stereo not drawn) | -0.9% | -1% | 0% | i | 0.5 | -4.6% | -1% | 21% | 1.1 | 0%
CCCCCC(=O)NC(=S)NC1C2CC3CC(C2)CC1C3 (stereo not drawn) | / | / | -1% | i | 0.3 | / | 5% | 5% | / | /
